ALOX12 inhib: qHTS Assay for Inhibitors of 12-hLO (12-human lipoxygenase); Potency, µM (top dose mostly 57.1 µM), without a hit: at the top dose activity change, negative = inhibition, usual class: inhibitors; actives 0.12% (n = 150,000); purified 12-hLO, xylenol orange hydroperoxide absorbance; further: potency means the concentration at half of the fitted maximal effect; nearly all actives have a fitted effect of over 55% in size; many of its hits are not listed in these tables
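Purified human 12hLO (150 nM), preincubated 15 min with compound, then 40 uM arachidonic acid for 30 min, room temperature, Hepes pH 7.0 with 0.01% Triton X-100. Hydroperoxide detected by ferrous iron/xylenol orange; 573/405 nm absorbance ratio gives reaction progress.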
15-hLO-2 inh: qHTS Assay for Inhibitors of 15-hLO-2 (15-human lipoxygenase 2); Potency, µM (top dose mostly 57.1 µM), for the others: at the top dose activity change, negative = inhibition, most hits filed as inhibitors; actives 0.56% (n = 110,000); purified 15hLO-2, xylenol orange hydroperoxide absorbance; Polyunsaturated fatty acid lipoxygenase ALOX15B (Homo sapiens), O15296; further: potency means the concentration at half of the fitted maximal effect; nearly all actives have a fitted effect of over 60% in size; many of its hits are not listed in these tables
Target sequence (O15296 whole entry, looked up): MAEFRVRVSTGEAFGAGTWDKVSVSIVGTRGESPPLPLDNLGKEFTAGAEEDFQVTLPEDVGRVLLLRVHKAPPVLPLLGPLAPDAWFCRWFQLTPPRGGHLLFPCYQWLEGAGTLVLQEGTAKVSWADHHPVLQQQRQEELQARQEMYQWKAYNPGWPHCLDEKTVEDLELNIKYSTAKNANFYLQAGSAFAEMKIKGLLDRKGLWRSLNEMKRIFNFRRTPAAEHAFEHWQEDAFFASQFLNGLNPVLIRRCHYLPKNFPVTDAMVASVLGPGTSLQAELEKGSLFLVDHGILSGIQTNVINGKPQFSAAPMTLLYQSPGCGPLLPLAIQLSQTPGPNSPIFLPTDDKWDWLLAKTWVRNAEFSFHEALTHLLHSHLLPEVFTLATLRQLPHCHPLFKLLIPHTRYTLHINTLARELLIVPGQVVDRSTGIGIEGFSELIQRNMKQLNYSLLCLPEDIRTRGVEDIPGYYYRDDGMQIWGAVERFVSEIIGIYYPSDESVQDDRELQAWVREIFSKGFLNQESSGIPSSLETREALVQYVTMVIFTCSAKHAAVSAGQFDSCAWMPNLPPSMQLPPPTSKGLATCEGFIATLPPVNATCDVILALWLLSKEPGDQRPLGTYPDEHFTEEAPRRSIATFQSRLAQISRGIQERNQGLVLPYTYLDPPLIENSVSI
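Screening format was qHTS against 50 nM purified 15hLO-2 in Hepes pH 7.5 with detergent. Activity follows hydroperoxide formation from 45 uM arachidonic acid, measured as 573:405 nm absorbance ratio of the ferric-xylenol orange complex.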
PNC assembly inh: High Content Assay for Compounds that inhibit the Assembly of the Perinucleolar Compartment; activity change (PNC), negative = inhibition, % at 10 µM; PC3M PTB-GFP, PNC prevalence imaging, 16 h; hits give low values; AID 2417, 2010; actives 3.1% (n = 140,000);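 active means readout at or below -70, meaning at least 70% loss of cells showing the perinucleolar compartment, a nuclear body marking cancer cells; inconclusive means readout between -30 and a set limit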;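 further: plate controls were DMSO wells for no effect and camptothecin positive control wells for full effect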
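Read-out is percentage of cells bearing a perinucleolar compartment, from automated 20x imaging of fixed, Hoechst-stained PC3M PTB-GFP cells. Cells were seeded 4 h, then exposed 16 h to compound (23 nl of library stock) in duplicate plates.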
IMPase inh: qHTS Assay for Identifying the Cell-Membrane Permeable IMPase Inhibitors; Inositol monophosphatase 1 (Rattus norvegicus), P97697; inhibition (IP1 accumulation), % at 46.1 µM; CHO-M1 cells, IP1 accumulation, HTRF TR-FRET ratio; 120,000 tested, under 10 active; active means well fitted curve in the direction sought with a large enough effect in the signal ratio, not every such curve was filed as active; inconclusive means small, poorly fitted or top-dose-only effect, or a change in a side signal; inactive means no such curve, though single readings can be large or run the other way; the % refers to the signal ratio;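 further: cells stimulated with carbachol in lithium chloride buffer; plate controls were DMSO basal wells for no effect and reference inhibitor wells for full effect; higher means more IMPase inhibition seen as more IP1 and lower FRET ratio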
Target sequence (P97697 whole entry, looked up): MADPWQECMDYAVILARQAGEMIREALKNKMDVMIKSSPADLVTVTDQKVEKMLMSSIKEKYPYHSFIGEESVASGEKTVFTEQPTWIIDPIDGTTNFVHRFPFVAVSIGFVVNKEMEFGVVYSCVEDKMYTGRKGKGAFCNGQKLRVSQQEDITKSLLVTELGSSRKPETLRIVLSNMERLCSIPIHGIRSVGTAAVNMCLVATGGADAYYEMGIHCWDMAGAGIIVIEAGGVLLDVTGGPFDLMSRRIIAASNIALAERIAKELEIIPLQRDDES
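Cellular IMPase inhibition is scored as a rise in cytosolic IP1, detected by competitive TR-FRET between d2-labelled IP1 and a europium anti-IP1 antibody. M1-expressing CHO cells were stimulated with carbachol for 30 min at 37C, with lithium (50 mM LiCl) present in the buffer.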
* marks the source's active call; other numbers are inactive results; ? = inconclusive; · = not tested or not shown; [ ] = dose if it differs, or a comment. Unless noted, the call rests on the fitted dose curve; in most records, active means well fitted curve in the direction sought with a large enough effect; inconclusive means small, poorly fitted or top-dose-only effect, or another doubt; inactive means no such curve, though single readings can be large; an effect the other way counts as inactive or inconclusive. Unless noted, on the % scale 0 is the no-effect control and ±100 the full control effect. Not all compounds are listed; count on the stated rates, not on these rows.

SMILES | ALOX12 inhib | 15-hLO-2 inh | PNC assembly inh | IMPase inh
CCOC(=O)N1CCN(Cc2nc3c(c(=O)[nH]c(=O)n3C)n2Cc2ccccc2C)CC1 | 2% | · | 26 | -1
Cc1nn(-c2ccccc2)c(Cl)c1/C=N/Nc1nc2ccccc2[nH]1 | 1% | · | 8 | -4
C[N+]1(CC(=O)Nc2ccccc2Cl)CCN(C(=O)c2cccs2)CC1 | 0% | 10% | -8 | -1
Cc1ccc(-n2ncc3c(N4CCC5(CC4)OCCO5)ncnc32)c(C)c1 | -4% | 3% | 3 | 8
COc1ccccc1N(C)S(=O)(=O)c1ccc(C(=O)OCC(=O)NCc2ccco2)cc1 | -1% | -13% | -13 | 16
CNC(=O)Cn1ncc2c(C)n(Cc3ccc(C)cc3)c(C)c2c1=O | 2% | -3% | -22 | 3
CC(C)(C)c1cc(CN(CCO)CCO)cc(C(C)(C)C)c1O | -27% | -14% | ? | 7
O=c1c2ccccc2sc2nc(C3CCCCC3)n(Cc3ccco3)c(=O)c12 | ? | ? | 7 | -1
O=C(c1cc2c(s1)CCCC2)N1CCN(C(=O)C2CCCO2)CC1 (stereo unspecified) | -5% | 0% | -28 | 4
COc1ccc(OCCNS(=O)(=O)c2ccc3oc4ccccc4c3c2)cc1 | -1% | -3% | 10 | 3
C(=N\c1nc2ccccc2n1CCN1CCOCC1)/c1cccs1 | -1% | 11% | 13 | 10
CCN(CC)c1ccc(C=C2C(=O)OC3(CCCC3)OC2=O)cc1 | -1% | · | ? | 8
O=C(COc1ccccc1[N+](=O)[O-])N/N=C/c1ccccn1 | -4% | · | 69 | -8
CCOC(=O)C1=C(C)NC(=O)NC1c1ccc2c(c1)OCO2 (stereo unspecified) | 1% | 9% | 60 | 2
Nn1c(Cc2cccc3ccccc23)nnc1SCc1ccc(Cl)c(Cl)c1 | -4% | · | ? | ·
S=C(Nc1ccc(Oc2ccccc2)cc1)NC1CCCCCC1 | ? | · | -3 | -8
CCCc1[nH]nc2c1C(c1ccc(OC)cc1OC)C(C#N)=C(N)O2 (stereo unspecified) | -13% | 0% | 17 | 7
CC(C)CC1=NN(C(=O)c2cccnc2)C(O)(C(F)(F)F)C1 (stereo unspecified) | -1% | · | 40 | ·
Cc1ccc(/C=c2/sc3n(c2=O)CCCN=3)o1 | -4% | · | 231 | 9
Cn1c2c(c(=O)n(C)c1=O)C(NC(=O)C(C)(C)C)(C(F)(F)F)C(=O)N2 (stereo unspecified) | 1% | 7% | -4 | 0
CCC(C)NC(=O)COC(=O)c1cccnc1Nc1ccccc1F (stereo unspecified) | -1% | · | -5 | ·
O=S(=O)(c1ccc(S(=O)(=O)n2cnc3ccccc32)cc1)N1CCCCCC1 | 3% | -6% | ? | -4
CC(=O)Oc1cc2c(c(C)c1OC(C)=O)CC=C1[C@]3(C)CC[C@]4(C)CC[C@@](C)(C(=O)O)CC4[C@]3(C)CC[C@]12C (stereo partly specified) | -10% | -10% | · | ·
O=C(Cc1ccccc1)Nc1nnc(-c2cccc([N+](=O)[O-])c2)s1 | 0% | · | ? | -2
COc1ccc(CNC(=O)CN(Cc2ccc(Cl)cc2)S(=O)(=O)c2ccccc2)cc1 | 1% | 4% | ? | 5
CC(=O)CSc1nc(N)c(C#N)c(-c2cccs2)c1C#N | 3% | -6% | -20 | -10
O=C(NNC(=S)NC1CCCCC1)c1sc2ccccc2c1Cl | 0% | · | 22 | ·
Cc1ccc(C(C(=O)NC2CCCCC2)N(Cc2ccco2)C(=O)Cc2c[nH]c3ccccc23)o1 (stereo unspecified) | 0% | -1%[11.4 µM] | -10 | -3[1.84 µM]
FC(F)(F)c1cccc(NC(=S)N2CCN(c3cccc(C(F)(F)F)c3)CC2)c1 | -21% | 8% | -16 | 4
COc1ccc(-c2nc(CSCC(=O)NCc3ccc4c(c3)OCO4)c(C)o2)cc1 | -5% | 3% | 31 | 3

Profiles, looked up by structure. Screens in order: ALOX12 inhib | 15-hLO-2 inh | PNC assembly inh | IMPase inh
Results for `CCCc1[nH]nc2c1C(c1ccc(OC)cc1OC)C(C#N)=C(N)O2` (stereo unspecified) : -13% | 0% | 17 | 7
Results for `COc1ccc(CNC(=O)CN(Cc2ccc(Cl)cc2)S(=O)(=O)c2ccccc2)cc1` : 1% | 4% | ? | 5
Results for `Nn1c(Cc2cccc3ccccc23)nnc1SCc1ccc(Cl)c(Cl)c1` : -4% | · | ? | ·

(more compounds)
SMILES | ALOX12 inhib | 15-hLO-2 inh | PNC assembly inh | IMPase inh
COC(=O)Nc1ccc(S(=O)(=O)Nc2ccccc2F)cc1 | -1% | -8% | 31 | -6
O=c1c(Cl)c(O)c2cccc3c4ccccc4n1c23 | -2% | · | -15 | ·
CCc1ccc(/C=C2\CN(CC)Cc3c2nc2ccccc2c3C(=O)O)cc1 | -25% | ? | 10 | 11
COc1ccc(C2=Nn3c(nnc3-c3ccco3)SC2)cc1 | 11% | -9% | -26 | -5
Cc1ccc(N(CC(=O)Nc2cc(C)cc(C)c2)S(=O)(=O)c2cccc3nonc23)cc1 | -3% | 1% | ? | 0
C=C1C(=O)C23C(O)C1CCC2[C@]12COC3(O)C(O)C1C(C)(C)CC[C@H]2O (stereo partly specified) | -12% | -14% | · | ·
CCOC(=O)C1=C(C)N=c2s/c(=C\c3ccc(OCC(=O)O)cc3)c(=O)n2C1c1ccc(OC(C)C)cc1 (stereo unspecified) | -6% | · | -1 | ·
O=C(c1ccco1)N1CCN(c2cc(=O)n(-c3ccc(Cl)cc3)c(=O)[nH]2)CC1 | 4% | -5% | 32 | -3
CCN(CC)CCn1c2ccccc2c2cnc(N=CN(C)C)c(C#N)c21 | 4% | 30% | 21 | 19
COc1ccc(NC(=O)CCCn2c(=O)c3sccc3n(Cc3ccccc3)c2=O)cc1 | -2% | · | -28 | 0
CCCc1nc2ccccc2c(=O)n1N | 2% | 9% | 45 | 3
Cc1cc(NC(=O)C2C3C(=O)N(Cc4ccc(Cl)cc4)C(C(=O)NC4CCCCC4)C34C=CC2(C)O4)no1 (stereo unspecified) | 2% | 4% | 7 | -15
N#Cc1cc(NCC2CCCO2)c([N+](=O)[O-])cc1C#N (stereo unspecified) | -2% | · | -13 | ·
Cc1nc(N2CCN(C(c3ccccc3)c3ccccc3)CC2)nc2c1C(=O)CCC2 | -4% | 13% | -16 | -1
Cc1ccc(C(=O)Nc2ccc3c(c2)OCO3)o1 | -7% | -12% | -21 | 2
CSc1ccc(/C=N/NC(=O)CN2CCN(Cc3ccccc3Cl)CC2)cc1 | 3% | · | ? | 3
CC(C)N1C(=O)NC2(c3ccccc3)N(C)C(=O)N(C)C12c1ccccc1 (stereo unspecified) | 3% | · | 27 | ·
Cc1cccc2cc(C#N)c(NCCNC(=S)NCCCN3CCOCC3)nc12 | 0% | 21% | 14 | -4
CN(C)CCNC(=S)Nc1ccc(Cl)cc1 | 0% | 3% | ? | 5
CC(C)(C)c1cn(-c2ccc(Cl)cc2)c(=S)[nH]1 | -13% | -16% | 12 | 14
CCCCC(=O)NNC(=S)NC(=O)c1cccc([N+](=O)[O-])c1 | ? | -3% | 5 | 1
COc1ccc(C)cc1NC(=O)C(OC(=O)c1cccc(S(=O)(=O)N(C)c2ccccc2)c1)c1ccccc1 (stereo unspecified) | -3% | · | ? | ·
COc1cc2c(cc1OC)C(CCN)=NCC2 | 0%[11.4 µM] | 11%[11.4 µM] | · | ·
Fc1ccc(CSc2nc3ncccc3[nH]2)cc1 | -2% | -9% | 28 | -9
Cn1c(C(=O)NCCCN2CCCCC2)cc2sccc21 | 3% | 10% | ? | -15
COc1ccc(C(=O)NNC(=O)CSc2nnc(COc3ccccc3OC)n2C)cc1 | 0% | · | -20 | ·
Cc1n[nH]c(=O)nc1NCCN(C)C | -8% | -4% | -27 | 5
CCC(C)NCCOCCOc1ccc(C)cc1Br (stereo unspecified) | -5% | 5% | -15 | 17
Cc1ccccc1OCC(=O)Nc1ccc(N2CCN(S(C)(=O)=O)CC2)cc1 | -1% | -16% | 6 | -2
Cn1c(=O)[nH]c(=O)c2c1nc(N1CCCCC1)n2CCCSc1nnnn1-c1ccccc1 | -2% | · | ? | ·

Part of the list above in order of SMILES length, smallest number first:
SMILES | ALOX12 inhib | 15-hLO-2 inh | PNC assembly inh | IMPase inh
Cc1n[nH]c(=O)nc1NCCN(C)C | -8% | -4% | -27 | 5
COc1cc2c(cc1OC)C(CCN)=NCC2 | 0%[11.4 µM] | 11%[11.4 µM] | · | ·
COc1ccc(C)cc1NC(=O)C(OC(=O)c1cccc(S(=O)(=O)N(C)c2ccccc2)c1)c1ccccc1 (stereo unspecified) | -3% | · | ? | ·

New compounds follow:
SMILES | ALOX12 inhib | 15-hLO-2 inh | PNC assembly inh | IMPase inh
O=S(=O)(N1CCCCC1)N1CCN(c2ccccc2F)CC1 | -2% | 3% | ? | 2
COc1ccc(CC(=O)Nc2ccc(-c3nc4cc(C)ccc4o3)c(O)c2)cc1OC | 5% | -8% | ? | -27
O=C(NNc1c2ccccc2nc2ccccc12)c1cccc(O)c1 | -3% | · | 7 | 9
CCOC(=O)C(C)Oc1cccc2c(=O)n(CC(=O)NCc3ccco3)ccc12 (stereo unspecified) | -1% | · | ? | -8
Cc1cc2nn(-c3cccc4ccccc34)nc2cc1NC(=O)c1cccs1 | -2% | -1% | 16 | 5
COc1cccc(NC(=O)CCc2nc(-c3ccccc3F)no2)c1 | 1% | 0% | -21 | 9
COc1ccc(OC)c(C2=NOC(C(=O)N3CCCc4ccccc43)C2)c1 (stereo unspecified) | 6% | -4% | 10 | -11
O=C(NCc1cccnc1)C1CC(c2ccc(F)cc2)=NO1 (stereo unspecified) | -7% | 4% | 6 | -1
O=C(NCCCN1CCOCC1)c1csc2c1CCCC2 | 3% | 12% | -27 | 2
O=C(c1cccc(F)c1)N1CCC2(CCN(Cc3ccncc3)CC2)CC1 | -2% | 3% | · | ·
CN(C)c1ccc(N=Cc2nc(-c3ccccc3)oc2OC(=O)c2cccc(Br)c2)cc1 | 0% | · | 22 | ·
CCOC(=O)c1c(NC(=O)Cn2nc(C(F)F)cc2C(F)F)sc(C)c1C | -14% | 6% | 37 | -7
COc1ccc(N2C(=O)C3C(C2=O)C2C=CC3C23CC3)c(OC)c1 (stereo unspecified) | -5% | 12% | 29 | 21
Cc1ccc(-n2c(C)nc3c(cnn3-c3ccc(F)cc3)c2=O)cc1C | 5% | -4% | 12 | 6
Cc1c(C(=O)NCCSCc2c(Cl)cccc2Cl)cccc1[N+](=O)[O-] | -7% | -5% | 106 | 2
O=C(Oc1cccc2cccnc12)c1ccccc1 | -21%[0.00818 µM] | -3%[0.0915 µM] | · | ·
Cc1cc(C(=O)OCC(=O)Nc2ccc(S(=O)(=O)N3CCOCC3)cc2)c(C)o1 | -4% | 2% | 46 | 5
C#CCn1cc(/C=N/Nc2nc3ccccc3[nH]2)c2ccccc21 | ? | · | -12 | 5
S=C(c1ccccc1)N1CCN(C(=S)c2ccccc2)CC1 | 2% | · | 32 | ·
CCN(CC)CCOC(=O)c1ccc(NC(=O)/C=C/c2cccs2)cc1 | -1% | · | ? | ·
C=CCNCC(=O)NN=C(c1ccccc1)c1ccccc1 | 7% | 17% | ? | 9
COc1ccc2cc(C3(C)NC(=O)NC3=O)ccc2c1 (stereo unspecified) | -3% | -3% | 1 | 2
O=C(NCCO)/C(=C\c1cccs1)NC(=O)c1cccs1 | -2% | · | ? | 5
CCOC(=O)C1CCN(Cc2oc(CO)cc(=O)c2O)CC1 | -18% | 12% | ? | 6
